CHOP inh: inhibitors of CHOP promoter induction, primary screen, cell-based, unfolded protein response, luciferase reporter | CHO-K1 CHOP-promoter luciferase, tunicamycin-induced, 15-18 h | inhibition, % at 10 µM | actives 3.8% (n = 220,000);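 active means compounds that reduced the stress-induced luciferase reporter signal by more than about 70% of percent inhibition, limit read from the data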;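 further: 0% = tunicamycin plus vehicle and 100% = wells without tunicamycin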
RBBP9 inh: human RBBP9 inhibitors, primary screen, biochemical, fluorescence polarization, FP-Rh probe, HTS; Serine hydrolase RBBP9 (Homo sapiens), O75884; recombinant RBBP9; inhibition, % at 7.94 µM; actives 0.2% (n = 220,000);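 active means inhibition above the campaign mean of all tested compounds plus 3 SD, cut at about 14% in these data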;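 further: plate controls were DMSO wells with RBBP9 for no effect and wells lacking RBBP9 protein for full effect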
Target sequence (O75884 whole entry, looked up): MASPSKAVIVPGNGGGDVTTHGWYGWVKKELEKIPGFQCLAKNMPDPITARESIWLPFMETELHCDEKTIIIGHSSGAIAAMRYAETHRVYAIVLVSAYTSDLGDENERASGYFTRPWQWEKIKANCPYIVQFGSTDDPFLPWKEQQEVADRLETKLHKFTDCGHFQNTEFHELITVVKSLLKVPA
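Test system: recombinant human RBBP9; Timing: 30 min then 45 min, 25 °C; Detection: fluorescence polarization; Control set: RBBP9 with DMSO as uninhibited control, no-protein wells as full inhibition; Compound dosing: one concentration, 7.94 µM nominal, 0.794% DMSO; Probe or stimulus: FP-Rh activity-based probe, 375 nM before mixing.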
PPC-1+TRAIL kill: compounds killing PPC-1 cancer cells with TRAIL present, primary screen, TRAIL potentiator project, ATPLite luminescence, uHTS; cell killing (% activity), % at 4 µM; PPC-1 cells + TRAIL, ATPLite viability luminescence; actives 0.41% (n = 220,000);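 active means cell killing above 50% in the first pass at 4 µM, then a duplicate retest at 5 µM averaging 50% or more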;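 further: plate controls were cells with TRAIL plus DMSO for no effect and medium-only wells lacking cells for full effect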
BaF3 tox: parental Ba/F3 cell viability inhibition, counter-screen for JAK2V617F inhibitor project, murine pro-B, CellTiter-Glo luminescence | CellTiter-Glo ATP luminescence | inhibition, % at 5.6 µM | actives 1.1% (n = 220,000) | AID 1486, 2009;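 active means inhibition above a per-campaign cutoff, the mean inhibition of all tested compounds plus 3 SD, cut at about 27% in these data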;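 further: 0% = DMSO wells and 100% = JAK Inhibitor I control wells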
TNF necrop inh: inhibitors of TNF-alpha triggered necroptosis, primary screen, cell-based, Jurkat FADD-/-, single concentration; actives 0.068% (n = 220,000); Jurkat FADD-/- TNF necroptosis rescue, ATP luminescence, 24 h; 0 = TNF only, 100 = no-TNF cells; activation (protection from cell death), % at 10 µM;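 active means activation, meaning protection from cell death, of at least 50% relative to plate controls; inactive means activation below 50%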;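 further: necroptosis triggered by 40 ng/mL TNF-alpha added together with compound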
Wee1 degr inh: Wee1 degradation inhibitors, primary screen, cell-based, HeLa, Wee1K328M-luciferase, luminescence; Wee1-like protein kinase (Homo sapiens), P30291; AID 1321, 2008; actives 1.2% (n = 220,000); reporter increase, % at 5 µM; HeLa Luc-Wee1K328M stability; 100% = proteasome inhibitor MG132 effect;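 active means activation above the mean of all tested compounds plus 3 SD, set per screening run, cut at about 8.8% in these data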;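 further: cells exposed to compound for 20 h before luminescence read; 0% = DMSO alone and 100% = MG132 at 30 µM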
TRPML3 agonist: human TRPML3 channel agonists, primary screen, cell-based, HEK293 TRPML3-YFP, Fluo-8 calcium fluorescence, 3 µM | 100% = the carbachol control signal | actives 0.29% (n = 220,000) | Mucolipin-3 (Homo sapiens), Q8TDD5 | activation, % at 3 µM;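 active means activation above its plate's cutoff, the mean activation of the plate's test wells plus 3 SD, cut at about 12% in these data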;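 further: 0% = DMSO only wells and 100% = carbachol wells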
Target sequence (Q8TDD5 whole entry, looked up): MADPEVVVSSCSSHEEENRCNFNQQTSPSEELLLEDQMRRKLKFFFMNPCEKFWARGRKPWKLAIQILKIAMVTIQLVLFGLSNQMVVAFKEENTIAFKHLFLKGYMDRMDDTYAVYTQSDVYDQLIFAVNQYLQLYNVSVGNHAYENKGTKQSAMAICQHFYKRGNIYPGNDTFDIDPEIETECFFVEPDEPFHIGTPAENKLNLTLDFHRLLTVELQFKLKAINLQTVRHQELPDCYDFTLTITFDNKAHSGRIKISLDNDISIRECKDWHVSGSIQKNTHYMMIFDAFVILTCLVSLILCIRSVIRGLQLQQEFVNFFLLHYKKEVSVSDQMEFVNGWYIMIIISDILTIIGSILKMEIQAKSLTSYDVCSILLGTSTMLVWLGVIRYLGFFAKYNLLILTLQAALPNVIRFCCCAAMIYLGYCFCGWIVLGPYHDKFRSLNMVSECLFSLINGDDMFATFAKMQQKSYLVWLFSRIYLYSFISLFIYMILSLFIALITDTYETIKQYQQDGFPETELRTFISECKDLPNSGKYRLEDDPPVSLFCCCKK
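Test system: HEK293 cells stably carrying human TRPML3-YFP; Doses: single dose, 3 µM final nominal compound, 0.3% DMSO final; Schedule: dye loading 1 h 37 °C then 30 min ambient, 125 s read; Technique: Fluo-8 calcium fluorescence; Benchmarks: high control carbachol 87 µM, low control DMSO.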
zfTRPN1 agonist: zebrafish TRPN1 channel agonists, primary screen, cell-based, HEK293, calcium fluorescence. transient receptor potential cation channel N1 (TRPN1/NompC), Danio rerio. HEK293 zebrafish TRPN1-YFP, Fluo-8 calcium fluorescence; 100% = response to 87 µM carbachol. activation, % at 3 µM. actives 0.18% (n = 220,000);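 active means activation above its plate's cutoff, the mean activation of test wells on that plate plus 3 SD, cut at about 19% in these data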;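 further: 0% = DMSO alone and 100% = 87 µM carbachol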
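Control set: carbachol 87 µM as high control, DMSO as low control; system: HEK293 stable line with zebrafish TRPN1-YFP; read-out: % activation versus carbachol response; detection: intracellular calcium fluorescence with Fluo-8; doses: single test compound dose, 3 µM nominal, 0.3% DMSO; schedule: dye 1 h 37 °C plus 30 min RT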
Ba/F3 V617F tox: reduced viability of JAK2V617F-dependent Ba/F3 cells, primary screen, JAK2V617F inhibitor project, cell-based, Ba/F3 EpoR-JAK2V617F, luminescence; ATP luminescence; inhibition, % at 5.6 µM; actives 1.1% (n = 220,000); AID 1446, 2008;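 active means inhibition above the campaign mean plus 3 SD over all tested compounds, cut at about 24% in these data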;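 further: cytokine-independent growth of Ba/F3 cells driven by EpoR plus mutant JAK2; 0% = DMSO-treated cells and 100% = JAK inhibitor I control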
* marks the source's active call; other numbers are inactive results; nt = not tested or not shown. Rows are unselected, and some 6.8% of all compounds hit somewhere here.

SMILES | CHOP inh | RBBP9 inh | PPC-1+TRAIL kill | BaF3 tox | TNF necrop inh | Wee1 degr inh | TRPML3 agonist | zfTRPN1 agonist | Ba/F3 V617F tox
CC1CCN(C(=O)c2cc(N3C(=O)C4C5CCC(C5)C4C3=O)ccc2Cl)CC1 (centres undefined) | 4 | -7 | 3 | 6 | 1.5 | -3 | 0.5 | -1.4 | -4
O=C(Cn1c(NCCO)nc2ccccc21)c1ccco1 | 28 | -8 | 7 | 2 | -2.0 | -1 | -0.3 | 0.8 | -2
S=C(NC1CCCCC1)N1CCOCCOCCN(C(=S)NC2CCCCC2)CCOCCOCC1 | 12 | 1 | 35 | 0 | -0.2 | -2 | 10 | 1.0 | -3
CCN(CC)CCN1C(=O)C(O)=C(C(C)=O)C1c1ccccc1[N+](=O)[O-] (centres undefined) | -16 | 3 | 15 | -7 | -1.0 | 1 | 1.0 | 3.2 | -1
CCC(C)c1ccc(OCc2ccc(C(=O)OC)o2)cc1 (centres undefined) | -18 | -4 | -5 | -3 | 2.4 | -1 | -0.4 | -0.7 | -3
CCOC(=O)C(CC)/C(C)=N/NC(=O)c1ccc([N+](=O)[O-])cc1 (centres undefined) | 35 | -3 | -9 | -4 | -0.4 | -3 | 0.5 | 0.5 | -3
Cc1nc2nc[nH]n2c(=O)c1NC(=O)CCc1ccccc1 | -6 | -12 | -16 | 5 | 0.4 | 0 | 0.0 | 1.2 | 1
O=C(COc1ccccc1Cl)Nc1ccc2c(c1)OCCO2 | -48 | -11 | 46 | 1 | -1.8 | -1 | 0.0 | 0.2 | -2
CCOC(=O)C1C(=O)C=C(c2ccc(NS(C)(=O)=O)cc2)CC1c1ccco1 (centres undefined) | -4 | -8 | 29 | 2 | 1.0 | -3 | -0.3 | -0.3 | 4
COC(=O)c1cn(NC(=O)c2cccc(F)c2)c(=O)c2ccccc12 | 25 | 1 | 1 | 7 | -0.1 | 0 | 0.0 | -0.2 | 5
CCOc1ccccc1N(C(=O)Cn1nnnc1-c1ccc(C)o1)C(CC)C(=O)NC(C)(C)C (centres undefined) | 33 | 1 | 6 | -2 | -0.8 | 1 | 0.0 | -0.9 | -6
COCCN1C(=O)C(CC(=O)Nc2ccc(C(=O)O)cc2)SC1=Nc1ccccc1 (centres undefined) | -8 | -9 | 22 | 8 | 0.2 | -2 | 0.3 | 1.2 | -1
CSc1ccccc1C(=O)NCc1ccccc1 | 7 | -1 | -11 | 0 | 1.8 | -1 | 0.7 | 0.0 | -2
O=[N+]([O-])c1ccc(/C=N\N2CCN(c3ccc(Cl)cc3)CC2)cc1 | 6 | -10 | 19 | 6 | -0.1 | 1 | 0.4 | -0.4 | 4
O=C(CSc1n[nH]c(-c2ccncc2)n1)Nc1ccccn1 | 14 | -4 | 18 | 2 | 0.7 | -1 | -0.1 | -0.2 | -7
O=C1CCC(C(=O)NCCN2C(=O)S/C(=C\c3cccnc3)C2=O)=NN1 | -9 | -2 | 10 | 7 | 0.4 | -3 | 0.7 | 0.8 | 5
O=C(COc1ccc(/C=N/NC(=O)c2ccc(O)cc2)cc1)Nc1cccc([N+](=O)[O-])c1 | 1 | -7 | 1 | 11 | 0.5 | -1 | 0.1 | -0.8 | 5
Cc1ccccc1Cn1c(=O)c2c(nc3n2CCCN3Cc2ccccc2)n(C)c1=O | nt | -4 | nt | 0 | 0.9 | 1 | -0.3 | 0.0 | 1
CN(Cc1ccccc1)C(=O)COc1ccccc1 | 27 | 0 | 33 | 2 | 1.5 | -1 | 0.1 | 1.1 | -3
C=CCn1c(C(C)NC(=O)CCC)nc2ccccc21 (centres undefined) | -5 | -5 | 14 | 5 | 0.7 | 1 | -0.5 | 1.3 | 7
Cc1cc2c(cc1S(=O)(=O)N1CCc3ccccc31)NC(=O)CO2 | 32 | -7 | 0 | 3 | -1.7 | -1 | -0.4 | 1.4 | 4
COc1ccc(-n2nc(C(=O)NCc3ccco3)c3c4ccccc4n(C)c3c2=O)cc1Cl | 65 | -5 | 15 | -1 | 0.4 | 3 | 0.2 | -0.1 | -2
CC(NC(=O)c1ccc2c(c1)OCCO2)c1ccc(S(N)(=O)=O)cc1 (centres undefined) | 4 | -9 | 32 | 3 | 0.9 | -1 | 1.3 | 2.6 | 1
O=C(CSc1nc2ccccc2[nH]1)NCC1CCCO1 (centres undefined) | -11 | -7 | 19 | 2 | 0.6 | 4 | 0.6 | 1.4 | -3
CCOc1ccccc1N1CCN(C(=O)c2ccncc2)CC1 | -2 | -1 | -3 | 0 | 0.4 | 0 | -1.1 | -0.4 | 0
Cc1ccccc1NC(=O)/C(=C/c1ccco1)c1ccccc1 | 23 | -10 | -5 | 6 | -1.5 | 0 | 0.4 | 0.7 | 3
CCCc1nn2c(=O)c(C(c3cccc(Cl)c3)c3c(O)nc4sc(CCC)nn4c3=O)c(O)nc2s1 | -40 | -4 | 10 | 1 | -0.3 | 2 | 0.0 | 0.0 | -3
O=C(NNC(=O)C1CCN(c2ncccn2)CC1)c1ccc(Cl)cc1 | -5 | 4 | 6 | 90* | 0.1 | -4 | 0.3 | 1.1 | 5

3 records picked at random from those above:
SMILES | CHOP inh | RBBP9 inh | PPC-1+TRAIL kill | BaF3 tox | TNF necrop inh | Wee1 degr inh | TRPML3 agonist | zfTRPN1 agonist | Ba/F3 V617F tox
CCOc1ccccc1N1CCN(C(=O)c2ccncc2)CC1 | -2 | -1 | -3 | 0 | 0.4 | 0 | -1.1 | -0.4 | 0
CCN(CC)CCN1C(=O)C(O)=C(C(C)=O)C1c1ccccc1[N+](=O)[O-] (centres undefined) | -16 | 3 | 15 | -7 | -1.0 | 1 | 1.0 | 3.2 | -1
S=C(NC1CCCCC1)N1CCOCCOCCN(C(=S)NC2CCCCC2)CCOCCOCC1 | 12 | 1 | 35 | 0 | -0.2 | -2 | 10 | 1.0 | -3

Structural class, the compounds so far with two or more sulfur atoms
SMILES | CHOP inh | RBBP9 inh | PPC-1+TRAIL kill | BaF3 tox | TNF necrop inh | Wee1 degr inh | TRPML3 agonist | zfTRPN1 agonist | Ba/F3 V617F tox
S=C(NC1CCCCC1)N1CCOCCOCCN(C(=S)NC2CCCCC2)CCOCCOCC1 | 12 | 1 | 35 | 0 | -0.2 | -2 | 10 | 1.0 | -3
CCCc1nn2c(=O)c(C(c3cccc(Cl)c3)c3c(O)nc4sc(CCC)nn4c3=O)c(O)nc2s1 | -40 | -4 | 10 | 1 | -0.3 | 2 | 0.0 | 0.0 | -3

Screens as filed in PubChem BioAssay.
